UBC13 inh: blocks human UBC13 polyubiquitin chain formation | 330,000 compounds, 0.47% hits | AID 485273 | P61088 | TR-FRET | inhibition, % at 20 µM; in the data active means inhibition above about 45%, passing the limit was not always enough
Target sequence (P61088 whole entry, looked up): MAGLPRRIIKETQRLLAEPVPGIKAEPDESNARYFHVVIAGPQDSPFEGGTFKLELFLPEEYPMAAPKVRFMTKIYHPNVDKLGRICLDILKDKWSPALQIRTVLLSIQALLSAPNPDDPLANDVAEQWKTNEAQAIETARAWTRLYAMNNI
Gli-Sufu block: Gli-Sufu pathway antagonism | AID 588413 | inhibition, % at 5 µM | 340,000 compounds, 0.74% hits | Sufu-KO-LIGHT fibroblasts, Gli luciferase reporter luminescence;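 active means inhibition above about 55%, limit read from the data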;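 further: 0% = DMSO-treated cells and 100% = wells with medium but no cells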
CCR6 antagonist: antagonists of human CCR6 receptor | CHO-K1 CCR6 PathHunter beta-arrestin, luminescence, CCL20-stimulated | inhibition, % at 20 µM | P51684 | AID 493098 | 340,000 compounds, 0.49% hits;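 active means compounds whose inhibition of the agonist-driven luminescence signal at 20 µM reaches about 50%, limit read from the data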;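 further: cells stimulated with CCL20 at 14 nM final; plate controls were DMSO with CCL20 for no effect and DMSO without agonist for full effect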
Target sequence (P51684 whole entry, looked up): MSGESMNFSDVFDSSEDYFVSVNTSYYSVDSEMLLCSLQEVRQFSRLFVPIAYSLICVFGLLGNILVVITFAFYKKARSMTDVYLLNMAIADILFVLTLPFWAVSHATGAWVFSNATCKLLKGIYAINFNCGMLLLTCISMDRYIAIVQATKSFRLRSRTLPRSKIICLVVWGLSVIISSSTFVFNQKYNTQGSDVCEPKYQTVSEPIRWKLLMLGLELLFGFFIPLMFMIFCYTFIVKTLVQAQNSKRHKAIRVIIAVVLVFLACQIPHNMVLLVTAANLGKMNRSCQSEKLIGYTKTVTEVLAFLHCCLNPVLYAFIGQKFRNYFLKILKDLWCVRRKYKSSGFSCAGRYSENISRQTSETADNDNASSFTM
APJ antagonist: APJ receptor antagonism. P35414. CHO-K1 APJ beta-arrestin complementation, luminescence. inhibition, % at 20 µM. 330,000 compounds, 0.32% hits. AID 2521;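 active means inhibition above about 40% at 20 µM, limit read from the data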;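 further: cells challenged with 10 nM apelin-13 agonist together with compound; plate controls were apelin-13 plus DMSO wells for no effect and DMSO wells lacking apelin-13 for full effect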
CXCR6 inh: blocks human CXCR6 beta-arrestin recruitment; O00574; CHO-K1 PathHunter CXCR6 beta-arrestin, luminescence; inhibition, % at 20 µM; 360,000 compounds, 0.36% hits; AID 602244; in the data active means inhibition above about 34%, passing the limit was not always enough;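 further: antagonist mode with CXCL16 agonist at 10 nM final; 0% = 10 nM CXCL16 with DMSO and 100% = unstimulated wells without agonist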
ATG4B inh: inhibitors of human ATG4B cysteine protease; 340,000 compounds, 0.51% hits; Q9Y4P1; inhibition, % at 8.33 µM; AID 504462; ATG4B cleavage of LC3-PLA2, NBD-HPC fluorescence, 1 h; in the data active means inhibition above about 40%
EBI2 block: blocks human EBI2 receptor beta-arrestin signaling; EBI2 beta-arrestin recruitment, luminescence, 7a,25-OHC stimulated; 360,000 compounds, 0.81% hits; inhibition, % at 5 µM; AID 651636; in the data active means inhibition above about 38%;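 further: enzyme fragment complementation signal reports receptor beta-arrestin coupling in cells; 0% = agonist plus DMSO wells and 100% = wells without agonist; some results beyond the cut were filed as inactive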
Target sequence (P32249 whole entry, looked up, the tested form may be a part): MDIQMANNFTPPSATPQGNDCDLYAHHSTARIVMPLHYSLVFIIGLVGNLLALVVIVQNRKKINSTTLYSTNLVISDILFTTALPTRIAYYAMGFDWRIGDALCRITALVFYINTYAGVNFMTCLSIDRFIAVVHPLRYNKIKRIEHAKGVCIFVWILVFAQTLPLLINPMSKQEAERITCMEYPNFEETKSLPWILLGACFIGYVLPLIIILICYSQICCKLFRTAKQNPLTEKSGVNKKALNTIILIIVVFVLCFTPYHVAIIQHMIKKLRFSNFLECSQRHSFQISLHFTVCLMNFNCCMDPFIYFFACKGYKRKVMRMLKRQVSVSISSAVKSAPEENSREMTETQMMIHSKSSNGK
APJ agonist: APJ receptor agonism. P35414. CHO-K1 APJ PathHunter beta-arrestin, luminescence; 0% DMSO wells, 100% apelin. activation, % at 20 µM. 330,000 compounds, 0.11% hits. AID 2520;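 active means activation more than six SD over the plate average, tested at 20 µM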;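 further: 0% = DMSO alone and 100% = apelin-13 at 10 nM; some results filed as inactive read as strong as hits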
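assay system = CHO-K1 APJ beta-arrestin complementation cell line | input = cell density 1000 per well | dosing = compound 20 µM once, DMSO 1% | timing = compound 90 min 25 °C, reagent 1 h | measured by = luminescence from split beta-galactosidase complementation, Galacton Star/Emerald II substrate | read-out basis = APJ agonist activity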
* hit, by the source's call; · = no result given.

SMILES | UBC13 inh | Gli-Sufu block | CCR6 antagonist | APJ antagonist | CXCR6 inh | ATG4B inh | EBI2 block | APJ agonist
CCOC(=O)c1c(/N=C/C2=C(O)CCCC2=O)sc2c1CCCC2 | 2 | -7 | 3 | -14 | -4 | 26 | 7 | 1
CC1(c2ccccc2)NC(=O)N(CCN2C(=O)c3ccccc3C2=O)C1=O (stereo unspecified) | 7 | 2 | -2 | -4 | 5 | 4 | 0 | -2
N#C/C(=C\c1ccc(N2CCCCC2)o1)C(N)=O | -395 | -7 | 18 | -5 | 10 | 5 | -9 | 0
Cc1ccccc1NC(=O)c1ccc(CN(c2ccccc2)S(=O)(=O)c2ccccc2)cc1 | 0 | -4 | -9 | 1 | -2 | 9 | 22 | -2
CC(NC(=O)c1ccccc1F)c1ccccc1 (stereo unspecified) | -5 | 0 | 4 | 11 | 5 | 7 | -4 | -3
Cc1ccc(C)c(Oc2coc3cc(O)ccc3c2=O)c1 | 14 | 4 | 7 | 1 | 0 | 10 | 5 | -4
COc1ccc(-c2ccc(SCC(=O)Nc3nnc(C)s3)nn2)cc1 | 2 | -20 | -8 | -10 | -1 | 1 | -4 | -2
O=C(CSCc1ccc(Cl)cc1)NCc1ccccn1 | -21 | 24 | 3 | -6 | 5 | -3 | -3 | -4
CN(C)/N=C/c1c(O)ccc2ccccc12 | 1 | -16 | -7 | 16 | -12 | 1 | -6 | -3
Cc1ccc(C(=O)OCC(=O)N2CCOCC2)c(C)c1 | 2 | 18 | 13 | 4 | 2 | -6 | -4 | -2
Cc1c(NC(=O)c2cc(=O)[nH]c3ccccc23)c(=O)n(-c2ccccc2)n1C | -7 | 5 | 2 | 2 | 5 | 1 | 2 | -2
CCCCNC(=O)c1onc(CSc2cccc(Cl)c2)c1C(=O)O | -13 | 0 | 6 | -17 | -10 | -10 | -9 | -9
COc1ccc(C2N(c3ccccn3)C(=O)C3CCCN32)c(OC)c1 (stereo unspecified) | 4 | -1 | 7 | 1 | 7 | -13 | -16 | 3
CCN1CC(=O)Nc2cc(S(=O)(=O)N3CCOCC3)ccc21 | 6 | 3 | -2 | 3 | -4 | 6 | 7 | -2
Cc1c(C(=O)N2CC(C(=O)N3CCCCC3)Oc3ccccc32)oc2ccccc12 (stereo unspecified) | -2 | 5 | 7 | -26 | -2 | 27 | 5 | 1
CC1C[C@@]2(NC(=O)NC2=O)C(C)CN1C (stereo partly specified) | 0 | -12 | -18 | -3 | -2 | -3 | -4 | -6
COc1c2c(cc(O)c1C(C)=O)OC(C)(C)C=C2 | · | -7 | 7 | · | -3 | 2 | 7 | ·
COC(=O)C(Cc1ccc(O)cc1)NC(=O)CCOc1ccc(OC)cc1 (stereo unspecified) | -1 | 7 | 12 | 10 | -5 | -3 | 3 | 2
CC1C/C(=N/NC(=O)c2ccc(CSc3nc4ccccc4[nH]3)cc2)CC(C)(C)C1 (stereo unspecified) | -16 | 22 | -10 | -19 | 1 | 12 | -6 | -1
CC(CNC(=O)c1cc(COc2c(F)cccc2F)on1)Oc1cccnc1 (stereo unspecified) | 2 | -33 | 13 | 16 | -3 | 5 | -4 | -1
COc1ccc(Cl)c(Cn2c(NCC(C)O)nc3c2c(=O)n(C)c(=O)n3C)c1 (stereo unspecified) | 4 | -3 | 3 | 31 | 2 | -8 | 3 | -1
CC(=O)N(C)Cc1ccc(C(=O)CCl)cc1 | 12 | -1 | 4 | 27 | -1 | -2 | 2 | -2
CCOC(=O)CSc1nc2cc3c(cc2cc1C)OCO3 | -5 | -1 | 13 | 7 | 3 | 1 | -10 | -3
COC(=O)c1ccccc1NC(=O)Cn1c(CCC(=O)O)ccc1-c1cccs1 | 0 | 1 | 14 | 2 | 8 | -12 | -5 | -4
O=C(CSc1nnc(-c2ccc(Cl)cc2)n1-c1ccccc1)N/N=C/c1ccccc1C(=O)O | -2 | -3 | 4 | -5 | 1 | -12 | 0 | -1

Part of the list above in order of molecular weight, ascending:
SMILES | UBC13 inh | Gli-Sufu block | CCR6 antagonist | APJ antagonist | CXCR6 inh | ATG4B inh | EBI2 block | APJ agonist
COc1c2c(cc(O)c1C(C)=O)OC(C)(C)C=C2 | · | -7 | 7 | · | -3 | 2 | 7 | ·
COc1ccc(-c2ccc(SCC(=O)Nc3nnc(C)s3)nn2)cc1 | 2 | -20 | -8 | -10 | -1 | 1 | -4 | -2
CC1C/C(=N/NC(=O)c2ccc(CSc3nc4ccccc4[nH]3)cc2)CC(C)(C)C1 (stereo unspecified) | -16 | 22 | -10 | -19 | 1 | 12 | -6 | -1
Cc1ccccc1NC(=O)c1ccc(CN(c2ccccc2)S(=O)(=O)c2ccccc2)cc1 | 0 | -4 | -9 | 1 | -2 | 9 | 22 | -2

New compounds follow
SMILES | UBC13 inh | Gli-Sufu block | CCR6 antagonist | APJ antagonist | CXCR6 inh | ATG4B inh | EBI2 block | APJ agonist
Cc1cc(C)c(C)c(S(=O)(=O)N2CCC(C(=O)NCCCN3CCCC3=O)CC2)c1C | -15 | -8 | 6 | -4 | 5 | 5 | -5 | -2
Cc1ccc(CS(=O)Cc2ccc(C(=O)NC3CCCCCC3)o2)cc1 (stereo unspecified) | 1 | -2 | 15 | 15 | 6 | -1 | -9 | -3
O=C(NCCN1CCN(C(=O)Nc2ccccc2)CC1)Nc1ccccc1 | 6 | 1 | -5 | -2 | -1 | -3 | 0 | -2
CCOC(=O)NCCc1ccc(OC)cc1 | 12 | 1 | 5 | 17 | 0 | 1 | 1 | -4
Cc1nc(-c2ccncc2)nc(NCCNc2ccc(C(F)(F)F)cn2)c1Cl | -2 | -34 | -10 | -12 | -6 | 2 | -9 | 0
O=C(/C=C/c1cccc(C(F)(F)F)c1)N1CCN(c2ccccn2)CC1 | -6 | -10 | 8 | -2 | 0 | 2 | 55* | -3
Cc1ccc(S(=O)(=O)N2CCN(C(=O)Cn3c(=O)oc4ccccc43)CC2)c(C)c1 | 5 | 3 | 4 | -5 | -1 | -11 | -5 | -2
O=C(CSc1nc(N2CCOCC2)nc(N2CCOCC2)n1)Nc1ccc(Cl)cc1Cl | 3 | 5 | 8 | 16 | -3 | 6 | 8 | -4
Cc1occc1C(=O)N1CCN(c2ccc(Cl)c(Cl)c2)CC1 | -7 | 12 | -5 | -9 | -20 | 9 | 15 | 1
CCO[C@H]1OC(C(=O)NC2CC2)=C[C@@H](c2ccccc2)[C@@H]1CCCO | 12 | -8 | 10 | -11 | -6 | 1 | -14 | -3
COc1ccc(CCNC(=O)C2CCN(C(=O)c3ccc(OC)c(OC)c3)CC2)cc1 | -2 | 29 | 12 | 10 | -2 | 3 | -4 | -1
COC(=O)c1c(NC(=O)C(C)(C)C)sc2c1CCN(Cc1ccccc1)C2 | 11 | 0 | 3 | -19 | 1 | -3 | 3 | -3
CCN(CC)S(=O)(=O)c1cccc(C(=O)NC(C(=O)NNC(=O)c2ccccc2F)C(C)C)c1 (stereo unspecified) | · | -2 | 18 | · | 9 | -9 | 3 | ·
COc1ccc(C2(CNC(C)=O)CCCC2)cc1OC | -1 | 2 | 5 | 15 | 2 | -2 | -5 | 3
CCCCNC(=O)OCCSCCS(=O)(=O)c1ccc(Cl)cc1 | 1 | 3 | 3 | 12 | 6 | 0 | -5 | -5
N/C(=N\OC(=O)COc1ccc(Cl)cc1)c1ccc(Cl)cc1 | 3 | -3 | -9 | 3 | -10 | -3 | -5 | -2
CC(C)CCNC(=O)COC(=O)c1ccc(Br)o1 | -1 | 1 | 4 | 17 | 3 | 2 | -6 | 4
Cc1ccnc(NS(=O)(=O)c2ccc(NC(=O)CCS(=O)(=O)c3ccccc3)cc2)n1 | 0 | -3 | -8 | 3 | -6 | -4 | -4 | -1
COc1ccc(C2/C(=C(\O)c3ccc4c(c3)OCCO4)C(=O)C(=O)N2CCCN(C)C)cc1 (stereo unspecified) | 1 | 6 | 4 | 9 | 10 | -5 | -6 | -8
CCC(C)C(NC(=O)/C(=C\c1ccccc1)NC(=O)c1ccc(OC)cc1)C(=O)O (stereo unspecified) | -6 | 4 | -2 | -5 | 5 | -6 | -5 | -2
COc1cccc(-c2csc(N3CCN(C(=S)Nc4cccc(C)c4)CC3)n2)c1 | -6 | 9 | 3 | -15 | 6 | -3 | 11 | -3
O=C(Nc1c[nH]c(=O)[nH]c1=O)c1ccc([N+](=O)[O-])cc1 | 12 | 1 | -12 | -6 | 0 | -1 | -11 | -1
CSc1nc(Sc2ccccc2)c2ccccc2n1 | 7 | -2 | -13 | -3 | 1 | -7 | -31 | -4
CS(=O)(=O)N1CCC(c2noc(-c3ccc(C(F)(F)F)cc3)n2)CC1 | -11 | 7 | 11 | -3 | -6 | -2 | -17 | -3
N#CC(c1ccc(O)cc1)c1ncc(C(F)(F)F)cc1Cl (stereo unspecified) | 2 | 0 | 8 | 0 | -10 | -10 | -9 | -2

Rewritten field by field: part of the list above
compound: O=C(CSc1nc(N2CCOCC2)nc(N2CCOCC2)n1)Nc1ccc(Cl)cc1Cl
  UBC13 inh: 3
  Gli-Sufu block: 5
  CCR6 antagonist: 8
  APJ antagonist: 16
  CXCR6 inh: -3
  ATG4B inh: 6
  EBI2 block: 8
  APJ agonist: -4
compound: Cc1occc1C(=O)N1CCN(c2ccc(Cl)c(Cl)c2)CC1
  UBC13 inh: -7
  Gli-Sufu block: 12
  CCR6 antagonist: -5
  APJ antagonist: -9
  CXCR6 inh: -20
  ATG4B inh: 9
  EBI2 block: 15
  APJ agonist: 1

3 compounds already listed, sorted by the value under CCR6 antagonist, falling.
molecule,CCR6 antagonist
Cc1ccc(CS(=O)Cc2ccc(C(=O)NC3CCCCCC3)o2)cc1 (stereo unspecified),15
O=C(CSc1nc(N2CCOCC2)nc(N2CCOCC2)n1)Nc1ccc(Cl)cc1Cl,8
COc1cccc(-c2csc(N3CCN(C(=S)Nc4cccc(C)c4)CC3)n2)c1,3

Next results
SMILES | UBC13 inh | Gli-Sufu block | CCR6 antagonist | APJ antagonist | CXCR6 inh | ATG4B inh | EBI2 block | APJ agonist
NC(=O)c1ccccc1NC(=O)Nc1cccc2ccccc12 | -1 | 3 | 12 | 0 | 4 | -12 | 5 | -3
CN=C1NC(C)(C)C2CCC(C)(CC2)S1 | · | 6 | 15 | · | 7 | 2 | 3 | ·
CN(CCc1cn[nH]c1)Cc1nc(Cc2ccccc2F)no1 | 4 | -3 | 17 | -1 | -3 | -4 | -4 | -2
CCNC(=O)CSc1nc2ccccc2c(=O)n1-c1cccc(OC)c1 | 4 | -4 | -4 | 8 | 10 | 0 | 4 | 0
Cc1cc(NCCO)c2ccccc2n1 | -7 | 20 | 10 | -1 | -5 | 4 | -4 | -4
CC(=O)NCCn1c(SCC(=O)NC2CCCCC2)nc2ccccc2c1=O | 6 | 7 | -5 | 3 | 1 | 7 | -16 | -2
CCN(CC)C(=O)CSc1nnc(CNc2ccc(F)cc2)o1 | 0 | 5 | -4 | 2 | -4 | -7 | 2 | -3
O=C(N/C(=C\c1cccnc1)c1nc2ccccc2[nH]1)c1cccc(Br)c1 | 11 | -5 | 22 | 12 | 4 | -11 | -18 | -2
Cc1ccc(S(=O)(=O)NCC(=O)N(CC(=O)NCc2ccco2)Cc2ccco2)cc1 | -10 | 13 | 3 | 8 | 1 | -25 | -1 | -4
Cc1cc(C)cc(NC(=O)CN2CCN(c3ccccc3)CC2)c1 | 3 | 0 | 4 | -3 | 9 | -3 | 23 | -2

Compound profiles (already shown):
Results for `O=C(CSc1nnc(-c2ccc(Cl)cc2)n1-c1ccccc1)N/N=C/c1ccccc1C(=O)O` = UBC13 inh = -2; Gli-Sufu block = -3; CCR6 antagonist = 4; APJ antagonist = -5; CXCR6 inh = 1; ATG4B inh = -12; EBI2 block = 0; APJ agonist = -1
Results for `O=C(/C=C/c1cccc(C(F)(F)F)c1)N1CCN(c2ccccn2)CC1` = UBC13 inh = -6; Gli-Sufu block = -10; CCR6 antagonist = 8; APJ antagonist = -2; CXCR6 inh = 0; ATG4B inh = 2; EBI2 block = 55*; APJ agonist = -3

High-throughput results: PubChem, Sanford-Burnham Center for Chemical Genomics

Not a hit list (roughly 3% active in at least one column).
